IEC-6 tox: counter-screen for KLF5 inhibitors: cytotoxicity in IEC-6 cells; IEC-6 cytotoxicity, luminescence viability; inhibition, % at 5 µM; 290,000 compounds, 0.78% hits; in the data active = inhibition above about 22%;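 note: 0% = plate median of test compound wells and 100% = cytotoxic reference compound wells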
HSF-1 act: increases HSF-1 driven luciferase reporter signal. AID 504408. activation, % at 9 µM. 300,000 compounds, 1.7% hits. NIH3T3-HGL HSF-1 luciferase reporter, MG132, 8 h; 100% = twice DMSO control signal;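 active = mean replicate activation of at least 50% with a set share of replicates each reaching 50%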;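 note: 0% = median of the neutral control wells and 100% = twice that signal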
DYRK1A inh: Dyrk1A (rat) kinase inhibition. 310,000 compounds, 0.43% hits. ADP-Glo luminescence, NFATc1 peptide. AID 504441. inhibition, % at 12.5 µM; in the data active = inhibition above about 50%;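 note: plate controls were vehicle with enzyme for no effect and no enzyme for full effect; many of its hits are not listed in these tables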
aSyn 5UTR inh: MLPCN primary screen, SNCA 5' untranslated region; alpha-synuclein 5'UTR reporter, inhibitor activity; inhibition, % (tested at 7.5 µM); 300,000 compounds, 0.82% hits; AID 1813; in the data active = inhibition above about 60%;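 note: H4 neuroglioblastoma cells stably carrying SNCA 5'UTR luciferase fusion; 0% = DMSO wells and 100% = positive control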
HSP90 inh: HSP90 refolding inhibition in rabbit reticulocyte lysate; 290,000 compounds, 0.91% hits; inhibition, % at 5.6 µM; luciferase refolding luminescence, 3 h; AID 1789;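 active = inhibition above the screen-wide mean plus 3 SD, computed separately per campaign, cut at about 16% in these data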;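 note: 0% = DMSO wells and 100% = 60 µM geldanamycin wells; inhibitors lower the luminescence because luciferase stays unfolded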
HSF1 inhib: HSF1 inhibition; NIH3T3-HGL HSE-luciferase, MG132-induced, luminescence 8 h; stronger effect = lower value; activity change, negative = inhibition, % at 7.5 µM (by protocol); 300,000 compounds, 0.77% hits;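 active = more than half of replicate wells show activity change below -50%, luminescence cut by over half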;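 note: luciferase reports HSF-1 transcriptional activity via heat shock element; 0% = median of DMSO wells and -100% = zero luminescence signal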
GSK3A inh: human GSK-3 alpha kinase inhibition; P49840; ADP-Glo luminescence, 60 min; inhibition, % at 10 µM; 320,000 compounds, 0.1% hits;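 in the data active = inhibition above about 50%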;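 note: GST-tagged GSK-3 alpha with peptide substrate and 25 µM ATP; 0% = DMSO neutral wells and 100% = GW8510 positive control wells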
Target sequence (P49840 whole entry, looked up): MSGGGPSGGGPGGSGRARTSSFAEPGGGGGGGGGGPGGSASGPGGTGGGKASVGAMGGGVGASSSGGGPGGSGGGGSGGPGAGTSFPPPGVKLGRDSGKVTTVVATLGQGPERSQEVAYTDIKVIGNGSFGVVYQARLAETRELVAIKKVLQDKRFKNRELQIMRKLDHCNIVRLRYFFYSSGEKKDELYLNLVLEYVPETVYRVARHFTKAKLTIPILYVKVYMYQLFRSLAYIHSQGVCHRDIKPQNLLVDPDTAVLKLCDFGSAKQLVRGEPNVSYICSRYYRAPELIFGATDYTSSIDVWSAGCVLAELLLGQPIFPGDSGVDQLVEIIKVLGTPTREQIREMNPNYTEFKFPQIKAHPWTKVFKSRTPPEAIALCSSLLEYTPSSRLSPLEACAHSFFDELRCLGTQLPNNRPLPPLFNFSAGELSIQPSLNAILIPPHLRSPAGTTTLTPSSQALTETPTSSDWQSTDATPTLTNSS
Platelet DG rel: platelet dense granule release activity; 300,000 compounds, 0.22% hits; human platelet-rich plasma, SFLLRN dense granule ATP release, luminescence; inhibition, %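 (compounds screened at 7.5 µM in platelet-rich plasma)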; AID 1663;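 active = mean replicate score, as percent of positive control, at or above 50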
GSK3B inh: human GSK3beta kinase inhibition. P49841. GST-GSK3beta kinase, ADP-Glo luminescence, 60 min; stronger effect = lower value. activity score (negative = inhibition), % at 10 µM. 300,000 compounds, 0.038% hits;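 active = more than half of replicate wells score below -50%, meaning over 50% inhibition versus plate controls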;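 note: 0% = median DMSO wells and -100% = median GW8510 positive control wells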
Target sequence (P49841 whole entry, looked up): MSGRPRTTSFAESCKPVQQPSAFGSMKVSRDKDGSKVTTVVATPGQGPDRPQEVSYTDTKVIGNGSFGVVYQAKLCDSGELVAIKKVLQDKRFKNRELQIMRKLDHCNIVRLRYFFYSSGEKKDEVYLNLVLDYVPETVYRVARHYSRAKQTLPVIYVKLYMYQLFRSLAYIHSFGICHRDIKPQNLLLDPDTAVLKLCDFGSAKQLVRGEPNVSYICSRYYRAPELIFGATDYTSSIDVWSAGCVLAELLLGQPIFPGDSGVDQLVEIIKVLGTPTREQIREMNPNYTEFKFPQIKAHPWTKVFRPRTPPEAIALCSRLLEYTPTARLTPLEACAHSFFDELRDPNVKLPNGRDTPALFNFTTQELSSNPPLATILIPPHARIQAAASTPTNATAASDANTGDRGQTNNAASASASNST
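test system = GST-tagged human GSK3beta kinase, cell-free | reagent = 25 µM ATP with peptide substrate | dosing = one dose of 10 µM per compound | schedule = 60 min reaction, RT | detection = luminescent ADP-Glo measurement of ADP formed | control set = DMSO neutral wells and GW8510 at 20 µM as positive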
KLF5 inh: inhibitors of KLF5 expression | inhibition, % at 5 µM | DLD-1 KLF5 promoter-luciferase reporter, luminescence | 290,000 compounds, 0.23% hits;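 active = inhibition above a per-plate limit of that plate's mean compound inhibition plus 3 SD, cut at about 60% in these data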;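 note: 0% = DMSO wells and 100% = LY294002 at 200 µM; higher means less KLF5 promoter-driven luciferase light; inactives centre near -14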
* marks the source's active call; other numbers are inactive results; · = no result given; & = joins results of further samples.

SMILES	IEC-6 tox	HSF-1 act	DYRK1A inh	aSyn 5UTR inh	HSP90 inh	HSF1 inhib	GSK3A inh	Platelet DG rel	GSK3B inh	KLF5 inh
Cc1ccc(-c2cc3c(n2-c2ccc(C(=O)O)cc2)CCCC3=O)cc1	0	-3	-4	9	-4	4	2	1	9	-24
COc1ccc2[nH]c(=O)c(CN(C(C)=O)c3cccc(C)c3)cc2c1	3	39	-3	11	2	-5	0	-3	3	5
O=C(Cc1cccs1)Nc1cccc(-c2nc3ccccc3o2)c1	-5	-3	0	-42	-2	-11	0	-5	1	2
CCOC(=O)c1c(NC(=O)C2CCCO2)sc(C(=O)OC(C)(C)C)c1C (centres undefined)	2	-13	-2	-19	0	-13	-1	-9	-3	-10
O=S(=O)(Nc1ccccn1)c1cnc(Cl)c(Br)c1	-6	-34	-3	-2	-5	-19	-1	-20	1	-16
O=C(OC1CCCCC1)c1cc2ccccc2oc1=O	-6	52*	1	-109	-4	35	-3	-4	-5	-89
Cc1ccc(C)c(OCc2cc(C(=O)N3CCOCC3)no2)c1	7	24	3	-97	2	15	-1	-13	-1	-70
Cc1cnc(C(=O)Nc2ccc(OC(F)(F)F)cc2)cn1	14	11	·	-239	8	-2	-5	-4	1	-52
CC(=O)Nc1ccc(NC(=S)NC(=O)/C=C/c2ccc(Cl)cc2)cc1	1	-11	-3	-75	0	-3	-4	-4	2	8
O=C(COc1ccc2ccccc2c1)Nc1ccc2c3c(cccc13)CC2	-3	-20	4	-6	-4	-17	0	1	-2	1
Fc1ccccc1CSc1nc2ncccc2[nH]1	0	0	4	5	-2	-1	-2	-39	4	-79
COc1ccc(CNC(=O)Cn2c(=O)n(CC(=O)N3CCCCC3)c(=O)c3sccc32)cc1	-4	-17	1	21	2	-6	-1	-1	5	-16
OC[C@H]1O[C@@H](n2cnc3c(NC4CCCC4)ncnc32)[C@H](O)[C@@H]1O	-2	-15	-3	31	4	-12	-4	57*	-6	-5
CCNC(=O)NC1(C(=O)Nc2ccc3c(c2)CCC3)CCCCC1	-1	17	-4	-11	-1	-1	3	1	-2	3
COc1ccc(C2=NOC(C(=O)Nc3ccc4c(c3)OCO4)C2)cc1OC (centres undefined)	3	10	-4	-23	1	2	3	0	2	-12
O=[N+]([O-])c1ccc(C2CCCC/C2=N/O)c([N+](=O)[O-])c1 (centres undefined)	2	-3	-1	-8	-1	0	-4	-4	-4	-12
O=C(c1cc([N+](=O)[O-])ccc1N1CCOCC1)N1CCN(c2ccc([N+](=O)[O-])cc2)CC1	·	8	22	0	·	-4	-2	7	-2	·
O=C1CCCC2=C1C(c1ccc(O)c(Br)c1)C1=C(CCCC1=O)N2c1ccccc1	-1	12	0	34	1	6	2	-2	-2	-21
Cc1ccc(-n2cc(CNCCN3CCOC3=O)c(-c3ccc(F)cc3)n2)cc1	2	1	·	14	2	1	5	-3	2	-37
N#Cc1ccc(NC(=O)CNc2cc(S(=O)(=O)N3CCOCC3)ccc2NCC2CCCO2)cc1 (centres undefined)	-7	7	-14	-22	-4	-2	-1	10	2	13
CC1(C)CC(=O)C(C2=NC(C)(C)Cc3ccccc32)=C(O)C1	0	-4	0	2	-4	-5	-3	-17	2	-17
CC(CN1CCOCC1)OC(=O)c1ccccc1 (centres undefined)	-4	-12	3	-22	-1	-6	6	8	-5	8
O=C(CCl)NN=C(c1ccccc1)c1ccccc1	-2	3	-2	-23	0	-2	3	0	-1	-14
COC(=O)c1c(NC(=S)Nc2cc(OC)c(Cl)cc2OC)sc2c1CCCCC2	-7	24	-4	-14	-1	9	0	-1	3	-10
Cc1cc(C)nc(NS(=O)(=O)c2ccc(NS(=O)(=O)c3ccc(C#N)cc3)cc2)n1	0	2	2	4	-3	2	-3	-16	2	-5
CCCc1ccccc1OCCNC(C)=O	-6	-13	-3	5	-4	0	0	-2	2	0
CCOC(=O)C1CCN(C(=O)CN(c2ccc3c(c2)OCO3)S(C)(=O)=O)CC1	4	5	-7	7	5	9	0	-2	0	-15
C[C@]12CCC(=O)C=C1CC[C@@H]1[C@@H]2[C@@H](O)C[C@@]2(C)[C@H]1CC[C@]2(O)C(=O)CO	13	-49	3&3	-21	0	-39	1	14	-1	25
O=C(NCCc1ccncc1)Nc1cccc(Cl)c1	3	-5	3	10	4	1	4	1	1	-21
CN(C)CCNc1nc2sc3c(c2c(=O)n1CCc1ccccc1)CCCCC3	13	8	3	-87	1	-2	-3	4	-5	1
Cc1cc(=O)oc2c(C)c(OCC(=O)NCc3ccccn3)ccc12	-2	-35	-1	32	0	-24	0	0	·	-21
Cc1cc2ccccc2c(=O)n1CC(=O)NCc1ccco1	-1	14	-8	-17	-1	-3	0	5	-6	-4
O=c1c2ccccc2[nH]c(=S)n1CCC1=CCCCC1	8	73*	3	-13	0	36	-2	-7	2	-12
c1ccc(CNc2ncnc3c2cnn3Cc2ccccc2)cc1	27*	4	4	15	-1	-5	-3	2	-5	1
O=C(NCc1ccc2c(c1)OCO2)c1nn2cccnc2c1Cl	6	-2	3	10	1	-3	-1	6	1	-9
CCCCNC(=O)C1COc2ccccc2O1 (centres undefined)	-10	·	18	2	-1	·	0	-8	1	-33
Nc1cc(N)nc(SCc2cc([N+](=O)[O-])cc3c2OCOC3)n1	4	19	-4	19	2	24	-1	0	-3	-5
COc1cccc(CNc2nc3ccccc3n2C(C)C)c1O	-4	182*	-3	0	-2	153	·	-4	0	-63
Cn1c(N)c(C(=O)COC(=O)c2ncc(Cl)c(Cl)c2Cl)c(=O)n(C)c1=O	-2	13	5	-43	-7	3	-1	-4	-1	-25
O=C(O)c1ccc(NCc2nc3ccccc3n2Cc2ccccc2F)cc1	3	1	3	11	1	-6	-3	-6	-1	16
CN(CC(=O)Nc1cccc(F)c1)C(=O)/C=C/c1ccc(Br)s1	·	5	-7	4	·	-3	-3	3	1	·
N#CCCNCC1(c2ccccc2)CCCC1	3	-1	-4	-14	0	-4	-2	6	4	-11
Cn1c(=O)c(=O)n(C)c2cc(N3CCCC3)c(NS(=O)(=O)c3ccc(F)cc3)cc21	4	-17	4	26	1	-3	3	22	5	4
COCCCC1CCN(C(=O)C2CCC(=O)N(CC3CCCCC3)C2)CC1 (centres undefined)	-3	-15	-4	-1	-7	-8	·	-5	1	-23
Cc1[nH]n(-c2ccccc2)c(=O)c1C(c1ccc(C(=O)O)cc1)c1c(C)[nH]n(-c2ccccc2)c1=O	-16	8	-4	-52	6	2	-5	8	3	-30
CCn1cnc2sc(C(=O)O)c(C)c2c1=O	-4	-4	-2	2	-1	2	4	2	-1	-18
CSc1ccccc1NC(=O)c1cc(-c2cccs2)on1	7	34	7	-235	-3	16	-2	5	1	18
Cc1noc(NS(=O)(=O)c2ccc(NC(=O)CCC3CCCCC3)cc2)c1C	9	-7	-5	-13	2	-7	-2	-8	0	19
Cc1cccc(C(=O)Oc2ccccc2C(=O)N2CCOCC2)c1	9	13	8	-6	4	-5	1	18	1	2
NNC(=O)c1cncc(Br)c1	9	-4	·	22	0	-9	11	-2	-3	3
COC(=O)c1ccc(/C=N/OCC(=O)Nc2cc(F)ccc2F)cc1	1	-4	-2	11	-1	-2	-3	5	-1	-43
CNC(=O)CS(=O)(=O)CC(=O)Nc1cc(OC(C)C)c(Cl)cc1Cl	0	18	0	16	-4	-9	2	-1	1	-38
CCOC(=O)c1c(C)[nH]c(C(=O)OC)c1CCC(=O)OC	6	13	-1	12	3	-1	20	-3	-9	11
O=C(/C=C/c1ccc2c(c1)OCO2)N1CCN(c2ccc(Cl)cc2)CC1	7	31	0	0	-1	7	0	-8	-7	-15
CCCc1cc(=O)[nH]c(SCC(=O)Nc2ncc(S(=O)(=O)c3ccc([N+](=O)[O-])cc3)s2)n1	2	-8	-4	-21	12	-2	·	8	0	-36
CCC(C(=O)OC)n1cnc2c(oc3ccccc32)c1=O (centres undefined)	4	3	-5	16	-3	-2	-10	1	4	-1
Cc1ccc(S(=O)(=O)N2CCC(C(=O)Nc3cc(C(F)(F)F)ccc3N3CCOCC3)CC2)cc1C	·	8	1	18	·	1	-1	-3	3	·
COc1ccc(Br)cc1/C=N/NC(=O)c1cccc(S(=O)(=O)N2CCOCC2)c1	-6	-8	0	-35	-1	-2	1	4	1	-8
c1ccc(-n2ncc3c2ncn2nc(-c4ccco4)nc32)cc1	-5	-36	·	-131	0	-36	-2	10	0	33
COc1cccc(NC(=S)N(CCc2ccc(OC)c(OC)c2)Cc2ccccn2)c1	2	9	1	-5	4	7	2	5	6	22

A draw from above in order of SMILES length, rising:
SMILES	IEC-6 tox	HSF-1 act	DYRK1A inh	aSyn 5UTR inh	HSP90 inh	HSF1 inhib	GSK3A inh	Platelet DG rel	GSK3B inh	KLF5 inh
O=C(COc1ccc2ccccc2c1)Nc1ccc2c3c(cccc13)CC2	-3	-20	4	-6	-4	-17	0	1	-2	1
Cc1noc(NS(=O)(=O)c2ccc(NC(=O)CCC3CCCCC3)cc2)c1C	9	-7	-5	-13	2	-7	-2	-8	0	19
OC[C@H]1O[C@@H](n2cnc3c(NC4CCCC4)ncnc32)[C@H](O)[C@@H]1O	-2	-15	-3	31	4	-12	-4	57*	-6	-5

Next part
SMILES	IEC-6 tox	HSF-1 act	DYRK1A inh	aSyn 5UTR inh	HSP90 inh	HSF1 inhib	GSK3A inh	Platelet DG rel	GSK3B inh	KLF5 inh
Cc1ccc(C(=O)Nc2cccc(Oc3ccccc3)c2)o1	-2	58*	10	-126	8	22	·	-2	0	-43
Cc1cc(=O)[nH]c(=S)n1-c1ccccc1	-5	0	-7	24	-1	-2	-2	-6	-2	-13
CC1COC(c2cccn2Cc2ccccc2Cl)=N1 (centres undefined)	-4	43	10	7	2	13	-2	3	2	0
CN1CCN(C(=O)CCCN2C(=O)/C(=C/c3cccc(Br)c3)SC2=S)CC1	6	25	0	-218	15	9	·	-8	1	0
COC(=O)c1sc(NC(=O)CCCn2nc([N+](=O)[O-])cc2C)c(C(=O)OC)c1C	7	7	-1	2	1	-5	-2	-5	-1	-6
O=C(COc1ccc(Cl)cc1)NCc1nnc(SCC(=O)NCc2ccc3c(c2)OCO3)o1	-10	37	-1	34	-4	29	1	·	3	-4
Cn1c(=O)[nH]c(=O)c2c1nc(N1CCCCC1)n2CCCSc1nc2ccccc2s1	-5	-7	15	32	5	6	0	11	-8	-4
O=C(CNC(=S)N(CCCN1CCOCC1)Cc1cccs1)NC1CCCCCCC1	2	-1	7	34	0	-3	-2	-9	0	-22
CCCCNC(=S)Nc1cccc(C(C)=O)c1	7	30	5	-29	3	7	-2	-1	-4	-1
Cc1cc(C)c2nc(SCC#N)cc(C)c2c1	1	6	1	34	0	-1	-4	-3	1	2
CCNc1nc(SC(C)C(=O)OC)nc(N(C)C)n1 (centres undefined)	-3	-9	·	18	8	-5	-2	-3	0	-28
O=C(C1CC1)N1N=C(c2ccccc2)CC1(O)C(F)(F)C(F)(F)F (centres undefined)	0	-16	·	15	2	0	-2	8	0	-9
CCOC(=O)c1cccc(NC(=O)CCn2nnc3ccccc32)c1	-1	1	4	16	-1	19	-1	-2	-1	-48
O=C(C[n+]1ccccn1)c1ccccc1	-2	19	-5	-12	-1	0	0	2	0	-27

Just IEC-6 tox and GSK3B inh (three entries from above):
structure,IEC-6 tox,GSK3B inh
Cn1c(=O)[nH]c(=O)c2c1nc(N1CCCCC1)n2CCCSc1nc2ccccc2s1,-5,-8
O=C(CNC(=S)N(CCCN1CCOCC1)Cc1cccs1)NC1CCCCCCC1,2,0
CCCCNC(=S)Nc1cccc(C(C)=O)c1,7,-4

Only part of the results is shown, so the mix of outcomes need not match the whole.
